hcGAS lum: Primary biochemical luminescence assay for human cyclic GMP-AMP synthase inhibitors; Q8N884; recombinant h-cGAS, ATP depletion, Kinase-Glo luminescence; inhibition, % at 12.5 µM; 290,000 compounds, 0.081% hits; in the data active = inhibition above about 40%;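 also: 0% = vehicle reaction and 100% = reaction without DNA for no activity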
Target sequence (Q8N884 whole entry, looked up): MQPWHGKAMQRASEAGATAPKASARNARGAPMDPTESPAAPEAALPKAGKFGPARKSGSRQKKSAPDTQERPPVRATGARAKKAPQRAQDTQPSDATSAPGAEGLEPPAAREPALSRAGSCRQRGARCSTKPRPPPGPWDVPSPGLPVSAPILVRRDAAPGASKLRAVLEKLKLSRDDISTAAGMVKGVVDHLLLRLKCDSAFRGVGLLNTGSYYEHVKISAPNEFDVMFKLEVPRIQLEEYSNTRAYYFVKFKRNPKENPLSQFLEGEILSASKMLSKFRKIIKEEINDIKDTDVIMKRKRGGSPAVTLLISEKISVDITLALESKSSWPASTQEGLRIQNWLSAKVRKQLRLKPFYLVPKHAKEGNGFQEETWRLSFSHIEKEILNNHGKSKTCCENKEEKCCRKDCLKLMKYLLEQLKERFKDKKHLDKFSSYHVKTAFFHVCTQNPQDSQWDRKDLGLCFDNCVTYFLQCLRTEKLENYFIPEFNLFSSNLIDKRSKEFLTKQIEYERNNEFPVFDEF
Numbers without * were called inactive; & = joins results of further samples.

SMILES	hcGAS lum
CC(Nc1cc(Cl)ccc1N1CCCCC1)C(=O)NCc1ccc2c(c1)OCO2 (stereo not drawn)	-15
N#Cc1cnc(NC2CCCCC2)nc1N	-4
CCCc1cc(C(=O)N2CCCn3nc(C(=O)OC)cc3C2)n(C)n1	-5
NC(=O)c1ccc(S(=O)(=O)N2CCN(Cc3ccc(C(=O)N4CCCC4)cc3)CC2)o1	-9
CCC1(CC)CN(C(=O)CC2C(=O)NCCN2Cc2ccccc2)CCO1 (stereo not drawn)	-5
NS(=O)(=O)c1ccc(CCN=Cc2cccc3ccccc23)cc1	-9
CCOC(=O)C1(Cc2cccc(OC)c2)CCN(Cc2c(F)ccc(F)c2F)CC1	-1
CCC1CCC(=NNC(=O)c2ccc(COc3ccccc3)cc2)CC1 (stereo not drawn)	-5
CS(=O)(=O)N1CCC(Oc2ccccc2C(=O)NCCOc2cccnc2)CC1	-3
CC(C)c1csc(CN2CCC(CO)(CCCc3ccccc3)CC2)n1	-1
CCOC(=O)c1sc(NC(=O)C2(c3ccc(Cl)cc3)CC2)nc1C	-1
Cc1c(C(=O)O)c2cc(OCC(=O)O)ccc2n1-c1cccc(Cl)c1	-6
C#Cc1cccc(C(=O)N(C)CCOc2ccccc2CC)c1	-5
Cc1cc(-n2c(=O)[nH]c(=O)n(C)c2=O)ccc1Oc1ccc(SC(F)(F)F)cc1	-2
O[C@@H]1CN(c2ncnc3[nH]ccc23)CC[C@H]1N1CCN(c2ccccc2F)CC1	-6
CCCCC1(O)C2CC3(C)C2CCC31C (stereo not drawn)	-7
Cn1c(Nc2cc3c(cc2Br)OCCO3)c(C#N)c(=O)n(C)c1=O	-15
CC(C(=O)Nc1cccc(F)c1)N1CCC(c2c[nH]c3ccccc23)CC1 (stereo not drawn)	-1
O=C1OCCCN1CCn1ccnc1-c1ccc(-n2cccn2)cc1	-9
CNC(=O)NC(=O)CSc1nnc(CN2c3ccccc3Sc3ccccc32)n1N	-3
O=C1NC(c2ccco2)C(C(=O)c2ccccc2)C(O)(C(F)(F)F)N1 (stereo not drawn)	-11
C[C@@H]1CC2C3CCC4=CC(=O)C=C[C@]4(C)[C@@]3(F)[C@@H](O)C[C@]2(C)[C@H]1C(=O)CO (stereo partly drawn)	1
CC(=O)CSc1cccnc1C(=O)O	-1
CCCCN=C1SCC(c2c[nH]c3ccccc23)=NN1C	-7
CCN(CC)c1ccc(C=Nc2sc3c(c2C(N)=O)CCC3)c(O)c1	2
COc1cc(OC)cc(C(=O)NCC2CCCN(Cc3cccc(C)n3)C2)c1 (stereo not drawn)	3
COc1cc(C(=O)N2CCOCC2)cc(OC)c1OC	0
O=C(O)COc1cccc(CN2CCCC(N3CCCC3=O)C2)c1 (stereo not drawn)	-5
C/C=C/C(=O)Nc1ccccc1-c1cccc(-n2cccn2)c1	-8
CC(=O)c1cc(CN2CCC(N3CCC(C(=O)NC(C)C)CC3)CC2)cs1	-9
Cc1ccccc1-c1noc(CNCc2nn(C)c3cccc(Cl)c23)n1	-4
CC(CCc1ccco1)NC(=O)c1ccccc1N1CCOCC1 (stereo not drawn)	-3
COCCNc1nnc(Sc2cccc(Cl)c2C#N)s1	-15
Cc1ccc(NCc2ccc(C(=O)NCC3(CO)CCC3)cc2)cc1	-4
CS(=O)(=O)c1ccc(-c2ccc(C(=O)N3CCOCC3)o2)cc1	-6
O=C(c1cccc(F)c1)n1cc(Br)cn1	-4
CN(Cc1ccoc1)CC1CCN(c2ccccc2)C1 (stereo not drawn)	-1
OCC1(CCOc2ccccc2)CCN(Cc2ccccc2-c2ccco2)CC1	5
CC(C)n1c(O)c(N=Nc2ccc(Cl)nn2)c2ccccc21	-4
Cc1nc(S(=O)(=O)N2CCC(N3CCCC3=O)CC2)cn1C	-5
O=C(CCSc1ccc2c(c1)OCCO2)NCCN1CCNC1=O	-2
O=C(CN1CCCCC1)NN1CC(=O)N(c2cccc(C(F)(F)F)c2)CC1=O	17
CCC1c2ccsc2CCN1CC(=O)Nc1ccccc1C#N (stereo not drawn)	-8&-11
CNS(=O)(=O)c1cc(C(=O)Nc2ccc3nc(C)sc3c2)n(C)c1	-2
O=C(O)C1=C(CSc2nnnn2CS(=O)(=O)O)CS[C@@H]2C(NC(=O)[C@H](O)c3ccccc3)C(=O)N12 (stereo partly drawn)	-2
C=CCSCC(=O)N1CCN(C(=O)c2ccccc2)CC1	-1
CCn1c(SCC2CCCO2)nc2scc(-c3ccccc3)c2c1=O (stereo not drawn)	-8
CC(=O)OCC1=Cc2ccccc2N(C(=O)c2ccccc2)C1C#N (stereo not drawn)	-4
O=C(O)c1cnc(-c2ccc(C(F)(F)F)cc2)s1	0
COc1ccccc1-n1cc(C(=O)NCc2cn3nc(C)sc3n2)cn1	-5

Single entries from the entries so far:
COc1ccccc1-n1cc(C(=O)NCc2cn3nc(C)sc3n2)cn1 | hcGAS lum = -5
O=C(CN1CCCCC1)NN1CC(=O)N(c2cccc(C(F)(F)F)c2)CC1=O | hcGAS lum = 17
CCC1c2ccsc2CCN1CC(=O)Nc1ccccc1C#N (stereo not drawn) | hcGAS lum = -8&-11

(cont.)
SMILES	hcGAS lum
Cn1c(Oc2cccnc2Cl)cc(=O)n(C)c1=O	3
CC(=O)CSc1nnc(C2CC(c3ccc(Cl)cc3)=NNC2=O)n1-c1ccccc1 (stereo not drawn)	-5
CC(=O)c1c(C)[nH]c(C(=O)C(C)n2nc(C(=O)O)c3ccccc3c2=O)c1C (stereo not drawn)	-12
COc1cc(OC)c(OC)cc1CNS(=O)(=O)c1ccc2c(c1)OCCCO2	-1
CCc1cc(CNC(=O)Cn2nnnc2CN2CCC(C)CC2)on1	-4
CN1CCC(Cn2ccnc2-c2cnc(NCc3ccccc3)nc2)C1 (stereo not drawn)	1
CCOc1ncccc1C(=O)N1CCCSC1=Nc1ccccc1OC	-2
OC(Cn1cnc(-c2ccccc2)c1-c1ccc(-c2ccn[nH]2)o1)c1cccnc1 (stereo not drawn)	-4
CCOc1ccccc1CN1CCNC(=O)C1CC(=O)N(C)C1CC(C)(C)NC(C)(C)C1 (stereo not drawn)	-6
O=C1CCCN1C1CCN(S(=O)(=O)CCOc2ccc(F)cc2)CC1	3

Overlap with the part before: five entries, followed by the next part.
SMILES	hcGAS lum
CN1CCC(Cn2ccnc2-c2cnc(NCc3ccccc3)nc2)C1 (stereo not drawn)	1
CCOc1ncccc1C(=O)N1CCCSC1=Nc1ccccc1OC	-2
OC(Cn1cnc(-c2ccccc2)c1-c1ccc(-c2ccn[nH]2)o1)c1cccnc1 (stereo not drawn)	-4
CCOc1ccccc1CN1CCNC(=O)C1CC(=O)N(C)C1CC(C)(C)NC(C)(C)C1 (stereo not drawn)	-6
O=C1CCCN1C1CCN(S(=O)(=O)CCOc2ccc(F)cc2)CC1	3
COCCN(Cc1ccc(C)cc1)CC1CC1	-5
CCN1CC(NC(=O)COc2ccccc2O)CC1=O (stereo not drawn)	-4
Cc1ccccc1CN1CCNC(=O)C1CC(=O)N1CCC(C(=O)N2CCCC2)CC1 (stereo not drawn)	4
CC1COCC(C)N1C(=O)c1ccc(C(=O)NC(C)(C)C)cc1 (stereo not drawn)	7
COc1cc(Cl)c(C)cc1NC(=O)c1ccc(=O)n(C)n1	-7
COCCN(Cc1ccccc1F)Cc1coc2ccc(C)cc2c1=O	-1
CC(C)OCCNCc1c(C(=O)N(C)C)nc2ccc(Cl)cn12	-3
CN(CC(=O)NC(C)(C)C)C(=O)c1ccc(F)cc1Cl	-4
CCS(=O)(=O)NC(c1ccccc1)c1ccccn1 (stereo not drawn)	0
O=C1OCCCN1CCn1ccnc1-c1nc2c(s1)CCCC2	0
FC(F)(F)c1nnc2ccc(NC3CCSc4ccccc43)nn12 (stereo not drawn)	-11
OCC1(CC2CCCCO2)CCN(Cc2ccc(Cl)cc2)CC1 (stereo not drawn)	-6
CC(=O)Nc1ccc([C@@H]2C[C@H](NC(C)=O)C[C@H](Cc3ccccc3)O2)cc1	-2
Cc1cc(F)ccc1NC(=O)C1CC1(Cl)Cl (stereo not drawn)	-16
CSc1cccc(-c2ccc(Cn3ccnc3)cn2)c1	-3
O=C(NCc1cn[nH]c1-c1cccs1)c1cnn2c1CCCC2	1
COc1ccc(NC(=O)Cc2ccc3c(c2)OCCO3)cc1S(N)(=O)=O	-10
COc1cc(CC(=O)N(C)CC(=O)NC2CC2)cc(OC)c1OC	4
COC(=O)c1cc2n(n1)CCN(C(=O)c1oc3cc(OC)ccc3c1C)C2	-1
O=C(/C=C/Sc1ccccn1)c1cccc(Br)c1	8
O=C(OCc1cccc2ccccc12)c1ccc2c(c1)NC(=O)C1CCCN21 (stereo not drawn)	1
COc1ccc2c(c1)sc(=N)n2CC(=O)Nc1c(Cl)cc(Cl)cc1Cl	1
N#Cc1ccc(Cl)cc1NC(=O)CN1CCN(c2ccc(C(F)(F)F)cn2)CC1	-6
CCC1CCCCN1C(=O)C(C)S(=O)(=O)Cc1nnnn1-c1ccccc1 (stereo not drawn)	-8
CN(Cc1ccc2nsnc2c1)Cc1ncccc1C(=O)O	-2
CC#CC(=O)N1CCCC(C(=O)Nc2ccc(-c3cccc(F)c3)cc2)C1 (stereo not drawn)	-1
CNCc1cc(Cl)cc(OC)c1OCc1ccccc1	5
Cc1ccn(CC(=O)N2CCCC(C(=O)Nc3cccc(-c4ccc(F)cc4)c3)C2)n1 (stereo not drawn)	-6
O=C1/C(=C\c2ccc(Cl)cc2)SC(=Nc2ccccc2)N1N1CCOCC1	-7
Cc1nc(NCc2ccc(Cl)cc2Cl)n[nH]1	-4

Of the compounds above, these have a CF3 group.
SMILES	hcGAS lum
Cc1cc(-n2c(=O)[nH]c(=O)n(C)c2=O)ccc1Oc1ccc(SC(F)(F)F)cc1	-2
O=C1NC(c2ccco2)C(C(=O)c2ccccc2)C(O)(C(F)(F)F)N1 (stereo not drawn)	-11
O=C(CN1CCCCC1)NN1CC(=O)N(c2cccc(C(F)(F)F)c2)CC1=O	17
O=C(O)c1cnc(-c2ccc(C(F)(F)F)cc2)s1	0
FC(F)(F)c1nnc2ccc(NC3CCSc4ccccc43)nn12 (stereo not drawn)	-11
N#Cc1ccc(Cl)cc1NC(=O)CN1CCN(c2ccc(C(F)(F)F)cn2)CC1	-6

The listing continues:
SMILES	hcGAS lum
Nc1ccc(-n2cc(CCO)cn2)cn1	-1
CCOCCCNC(=O)CC1C(=O)NCCN1Cc1ccccc1 (stereo not drawn)	-2
O=C(NC1CC1)C1CCN(C2CCN(C(=O)C3=CCCC3)CC2)CC1	-3
CC(CNS(C)(=O)=O)OC12CC3CC(CC(C3)C1)C2 (stereo not drawn)	9
O=c1[nH]nc(CCn2ccnc2-c2ccc3c(c2)Cc2ccccc2-3)[nH]1	-2
CC(C)c1cc(C2CCN(Cc3cc(F)cc(F)c3)CC2)[nH]n1	-9
CC(=O)Nc1ccc(NC(=O)CNc2ccc(Cl)cc2F)cc1	-4
CC(C)c1nc(CCN(C)C(=O)CN2CCCN(C)CC2)no1	-1
O=C(NC1CCCc2c1cnn2-c1ccc(F)cc1F)c1csnn1 (stereo not drawn)	-3
Cc1nccn1-c1ccc(NC(=O)C2CCCN(Cc3ccoc3)C2)cc1 (stereo not drawn)	-6
COc1cc(CNC(C)(C)CO)ccc1OCC(=O)Nc1ccc(C)cc1	2
Cc1nc(CC(=O)NCCSc2ccccn2)cs1	-4
Cc1nc(CCNC(=O)Cc2noc3ccccc23)nc2c1CCCC2	-2
Cc1nnc(SCC(=O)NC(C)c2cnn(-c3cccc4ccccc34)c2C)s1 (stereo not drawn)	-3
Cc1cc(C)n(CCc2c(-c3ccccc3)ncn2C2CC=CC2)n1	-4
Cc1ccc(OCCN(C)Cc2ccnc(C(C)C)n2)c(C)c1	-5
Cc1ccccc1NC(=O)COC(=O)[C@@H](NC(=O)c1ccccc1)C(C)C	-9
CC(C)C(NC(=O)COc1cccnc1)c1nnc2n1CCNCC2 (stereo not drawn)	-6
Cc1ccccc1-n1cc(CNC(=O)Cn2nnnc2CN2CCC(C)CC2)cn1	-6
CCc1ccc(-c2nn(-c3ccccc3C)cc2C(N)=O)cc1	-11
CCC(C)NC(=O)c1ccc(C2SCCS2)cc1 (stereo not drawn)	-7
O=C(COc1ccc2c(c1)OCCO2)NCc1ccc(F)cc1	-6
COc1ccc(-c2nsc(NC(=O)C3CCCCN3C)n2)cc1 (stereo not drawn)	-1
CCC(Cn1cnc(-c2ccccc2)c1-c1cnn(CC)c1)N1CCN(C)CC1 (stereo not drawn)	-7
Cc1cccc(C)c1-c1c(-c2ccccc2)ncn1CCCCN	-4
C=CCN1CC(C(=O)NCCC2=CCCCC2)CC1=O (stereo not drawn)	0
CCNC(=O)N1CCc2ccc(NC(=O)c3ccc(Cl)o3)cc21	-6
COCCn1c(N)c(Sc2ccc(Cl)cc2)c(=O)[nH]c1=O	-8
Cc1nn(C(C)C)c(C)c1NC(=O)N(Cc1ccccn1)C(C)C	-8
O=C(O)c1cccnc1CN1CCCCC1CCN1CCOCC1 (stereo not drawn)	-3
CC(=O)OC1C(=O)N(C)c2ccccc21 (stereo not drawn)	3
Cc1cnc(CCNC(=O)NC2CCc3c(F)cccc32)s1 (stereo not drawn)	1
Cc1nc(C)c(C(=O)N(C)c2ccccc2C(=O)O)s1	-5
COCCN(Cc1cnn(C)c1)C(=O)c1cccc(=O)[nH]1	-4
O=C(CCc1ccccc1)Nc1ccnn1C1CCN(C(=O)c2ccsc2)CC1	-1
O=C(O)C1CC=CCC1C(=O)Nc1ccc(N2CCN(c3cccc(Cl)c3Cl)CC2)cc1 (stereo not drawn)	-2
Cc1nn(-c2ccccc2)c2c1C1=C(CCCC1)C1(CCCCC1)N2	3
CCc1cnc(C)nc1N1CCCC(Nc2ccc3c(c2)OCO3)C1 (stereo not drawn)	0
CCN=c1scc(-c2ccc(Br)cc2)n1/N=C1\C(=O)N(C)c2ccccc21	-13
Cc1cc(N(C)CC2CCCCO2)nc(-c2cccnc2)n1 (stereo not drawn)	-3
Cc1ccc(N)cc1S(=O)(=O)N1CCN(CC(F)(F)F)CC1	-10
CC(CCn1cccn1)NC(=O)Cn1nnnc1CN1CCCCCC1 (stereo not drawn)	-8
CCc1ccc(CN(Cc2ccncc2)Cc2ccc(F)cc2)nc1	-4

From PubChem

This is a subset. The share of hits here may be higher or lower than overall.
